NTR1 ag = NTR1-driven beta-arrestin-GFP spot formation – imaging, U2OS cells, high content, primary screen (AID 493036). P30989. agonist mode. activation, % at 20 µM. 330,000 compounds, 0.17% hits;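 active means activation at or above 40% of the spot to cytoplasm intensity ratio, with at least 20 cells analyzed; inconclusive means wells under 20 cells, flagged as cytotoxic or low count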;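 further: 0% = DMSO without peptide and 100% = 100 nM NTR1 peptide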
Target sequence (P30989 whole entry, looked up): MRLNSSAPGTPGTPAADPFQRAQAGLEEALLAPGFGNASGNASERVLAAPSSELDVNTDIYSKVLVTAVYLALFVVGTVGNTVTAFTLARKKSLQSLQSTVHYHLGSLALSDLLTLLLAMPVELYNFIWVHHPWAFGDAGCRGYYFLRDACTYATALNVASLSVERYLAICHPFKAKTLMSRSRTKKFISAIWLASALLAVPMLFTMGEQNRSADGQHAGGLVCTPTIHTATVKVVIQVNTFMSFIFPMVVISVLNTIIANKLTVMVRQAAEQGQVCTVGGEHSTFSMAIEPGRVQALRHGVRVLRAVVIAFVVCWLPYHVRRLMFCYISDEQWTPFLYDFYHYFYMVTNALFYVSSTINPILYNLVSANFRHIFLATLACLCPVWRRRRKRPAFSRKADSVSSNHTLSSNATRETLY
Myeloid diff MLP = myeloid differentiation induction; calls only at 10 µM; 360,000 compounds, 1% hits; AID 624256; ER-HoxA9 myeloid progenitors, lysozyme-GFP differentiation, flow cytometry;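 active means normalized GFP-positive differentiation at or above the plate's own cutoff, the solvent-only control mean plus 3 SD; inconclusive means no clear call, values can overlap the other calls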;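 further: cells exposed to compound for four days before flow analysis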
Large T inhibition = TAg ATPase/helicase activity blockers – biochemical (AID 1903); SV40 large T antigen ATPase/helicase inhibition assay; higher % means a stronger effect; inhibition, % at 20 µM, or IC50 in µM where a hit was titrated; 310,000 compounds, 0.39% hits; in the data active means a potency from the dose series; inconclusive means inhibition mostly from about 32% at the one dose, without a potency; inactive means the rest, 99 in 100 with inhibition below about 32%; further: strong numbers were not always called active
TNAP activation fold = stimulation of alkaline phosphatase TNAP activity – biochemical, luminescent, no phosphate acceptor, uHTS, primary screen (AID 1001). activation fold at 20 µM; hits with a dose series show EC50 in µM. purified TNAP, luminescent activation assay, no phosphate acceptor; higher activation fold means a stronger effect. 200,000 compounds, 0.03% hits; in the data active means activation fold from about 3, or a potency from the dose series; inactive means the rest, 99 in 100 with activation fold below about 1.6; further: many of its hits are not listed in these tables
RSV antiviral HEp-2 = inhibition of RSV-induced cytopathic effect – HEp-2 cells, primary 10 µM value included (AID 2391); HEp-2 cells, RSV-induced CPE inhibition; higher % means a stronger effect; 310,000 compounds, 0.13% hits; CPE inhibition, % at 10 µM, or IC50 in µM where a hit was titrated; in the data active means a potency from the dose series; inconclusive means CPE inhibition mostly from about 23% at the one dose, without a potency; inactive means the rest, 99 in 100 with CPE inhibition below about 21%; further: strong numbers were not always called active
Salmonella PhoP GFP = PhoP-dependent GFP reporter repression – Salmonella Typhimurium, primary screen (AID 1863). S. Typhimurium PhoP-regulated promoter GFP reporter, 4 h; higher % means a stronger effect. inhibition, % at 50 µM; hits with a dose series show IC50 in µM. 300,000 compounds, 0.16% hits;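 active means inhibition over 29.93%, a cutoff 3 SD above the screen mean, later confirmed by dose response; inconclusive means inhibition over 29.93% but no dose response follow-up; inactive means inhibition at most 29.93% or unconfirmed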;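 further: 0% = low Mg2+ inducing control and 100% = high Mg2+ repressing control; strong numbers were not always called active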
MgcRacGAP inhibition = MgcRacGAP GTPase-activating activity inhibitors, confirmation, biochemical, ADP Hunter fluorescence. one-dose inhibition, % at 30 µM; IC50 in µM for titrated hits. 340,000 compounds, 0.6% hits. MgcRacGAP-stimulated Rac1 GTP hydrolysis, ADP Hunter fluorescence; higher % means a stronger effect; GST-tagged Rac1 F28L mutant substrate;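 active means first-screen hits whose inhibition reached a set limit at any dose in the follow-up dose series; inconclusive means inhibition above the set first-screen limit but never retested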;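 further: fluorescence reports GDP produced by GAP-driven GTP hydrolysis; strong numbers were not always called active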
T cell HTS = T cell immune modulators affecting CD8 T cell-vesicle binding; 2C CD8+ T cell-vesicle binding, flow cytometry; active compounds read low; calls only at 7 µM; 330,000 compounds, 0.068% hits; AID 2052;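 active means response, share of CD8 T cells binding vesicles, and their 90th percentile fluorescence all below set limits, cut at about 80% in these data, passing the limit was not always enough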
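Also added: QL9-peptide-loaded Drosophila micro-vesicles bearing Ld, ICAM-1 and B7-1; Test system: purified 2C TCR transgenic mouse naive CD8+ T cells; Measured by: cytometric PE anti-B7-1 and Alexa647 anti-CD8 signals after 1% paraformaldehyde fixation; Timing: binding step 1.5 h, 37 °C, antibody labelling 20 min, ice.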
K1F lysis inhibition = inhibition of K1F phage lysis, E. coli UTI89, bacterial capsule biogenesis inhibitors, alamar blue (AID 488966) | E. coli UTI89 K1F phage lysis, alamar blue, 2 h; higher % means a stronger effect | one-dose inhibition, % at 100 µM; IC50 in µM for titrated hits | 340,000 compounds, 0.02% hits;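 active means phage lysis inhibition, versus mean bacterial control, above a set limit; inconclusive means no clear call, values can overlap the other calls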;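 further: capsule biogenesis inhibitors block K1F phage lysis so surviving cells raise fluorescence; higher fluorescence means more inhibition of phage lysis; actives were called in the ten point dose series up to 300 µM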
T cell HTS vesicle-bound % = second read-out of T cell HTS, no call of its own (marks repeat the call); double positive events, %; measured here: CD8+ vesicle-bound cell fraction;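 binding gate set so that unloaded-vesicle control wells show 10% double positive cells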
NTR1 ag cell count 20 µM = second read-out of NTR1 ag, no call of its own (marks repeat the call); cell count; measured here: cell count, cytotoxicity flag
Myeloid diff MLP GFP+ MAC1+ % = further read-out of Myeloid diff MLP, marked with its call; GFP+ MAC1+ double positive, %; measured here: differentiation confirmed by MAC1 staining
An asterisk follows results filed as active; i = inactive; ? = inconclusive; · = not tested or not shown; [ ] = remark or other dose. Random draw from the library, and some 2.3% of all compounds hit somewhere here.

SMILES	NTR1 ag	NTR1 ag cell count 20 µM	Myeloid diff MLP	Myeloid diff MLP GFP+ MAC1+ %	Large T inhibition	TNAP activation fold	RSV antiviral HEp-2	Salmonella PhoP GFP	MgcRacGAP inhibition	T cell HTS	T cell HTS vesicle-bound %	K1F lysis inhibition
CC(=O)N1CCN(C(=S)NC(=O)c2ccc(S(=O)(=O)N3CCOCC3)cc2)CC1	-0.9	38	i	0.3	8%	1.1	3.2%	3%	5%	i	7	2.4%[50 µM]
COc1cc(NC(=O)c2c(F)cccc2F)nc(OC)n1	-2.3	57	i	4.5	4%	1.1	2.7%	-1%	10%	i	0	0.2%
COc1cc2c(cc1OC)CN(C(=O)CN1C(=O)NC3(CCCCC3C)C1=O)CC2 (centres undefined)	-0.6	69	i	0.6	·	·	·	·	10%	·	·	0.8%[50 µM]
CC(=O)N(CCc1cccc(C)c1)Cc1cc2ccc(C)cc2[nH]c1=O	0.8	67	i	0.5	7%	·	2.5%	-1%	-3%	i	47	-1.6%
Clc1ccc(OCc2cn3cccnc3n2)c2ncccc12	·	·	i	0.6	5%	1.1	·	-1%	11%	·	·	-0.2%
O=C(Nc1cccc(C(=O)N2CCOCC2)c1)c1cccnc1	0.0	49	i	0.8	24%	1.1	2.3%	-3%	-4%	i	29	0.0%
Cc1ccc2c(c1)CCCN2C(=O)C1CCCO1 (centres undefined)	1.6	60	i	1.5	4%	1.1	1.1%	1%	8%	i	10	-0.6%
CCn1c(=O)cc(OCC(=O)Nc2cc(C)ccn2)c2ccccc21	1.8	84	i	3.1	4%	1.2	1.6%	3%	6%	i	14	-0.2%
CCOC(=O)c1c(S(=O)(=O)N2CCN(Cc3ccccc3)CC2)c(C)n(C)c1C	0.0	64	i	1.0	8%	·	2.5%	-7%	8%	i	28	0.3%
COc1nc(C)ccc1-c1noc(-c2cccnc2)n1	0.9	61	i	0.4	15%	·	0.6%	-4%	7%	i	42	-0.2%
O=C(CN1C(=O)NC(Cc2ccccc2)C1=O)Nc1ccccc1F (centres undefined)	-0.2	48	i	0.1	·	·	2.2%	·	1%	i	39	0.5%[50 µM]
Cc1ccc(CNCc2ccccc2Cl)cc1	1.8	50	i	0.8	-8%	1.1	0.2%	23%	3%	i	19	0.2%
CCc1c(C)[nH]c2ccc(OC)cc2c1=S	1.8	39	i	0.7	27%	1	·	12%	4%	·	·	0.3%
O=C(N/N=C/CCc1ccccc1)c1ccc(CN2c3cccc4cccc(c34)S2(=O)=O)cc1	1.4	33	i	1.9	13%	1	7.8%	7%	2%	i	40	2.2%
CCCC(c1nnnn1CCc1ccccc1)N1CCN(C2CCCC2)CC1 (centres undefined)	0.4	82	i	0.0	4%	1.1	1.1%	-2%	11%	i	26	0.9%
CCn1cc([N+](=O)[O-])c(C(=O)Nc2nc3ccc(OC)cc3s2)n1	1.9	97	i	0.0	6%	1.1	3.0%	2%	4%	i	59	0.0%
CC(C)(C)n1cnc2cc(NS(=O)(=O)c3ccc(Br)cc3)ccc21	2.8	59	i	1.2	6%	1.1	4.3%	2%	9%	i	49	-1.8%[50 µM]
O=C(COC(=O)c1ccc2ncsc2c1)Nc1ccccc1Cl	0.8	72	i	0.6	·	·	·	·	2%	i	31	0.8%[50 µM]
O=C(CSc1ccc(F)cc1)Nc1ccccc1N1CCOCC1	0.8	52	i	2.3	-1%	·	2.9%	3%	-5%	i	6	-0.2%
Cc1cccc(-c2nc(CS(=O)CC(=O)NCCc3ccc(Cl)cc3)c(C)o2)c1 (centres undefined)	2.6	66	?	·	-10%	·	0.2%	-5%	-16%	i	7	-0.5%

Continued, overlapping the part above by 2 compounds.
SMILES	NTR1 ag	NTR1 ag cell count 20 µM	Myeloid diff MLP	Myeloid diff MLP GFP+ MAC1+ %	Large T inhibition	TNAP activation fold	RSV antiviral HEp-2	Salmonella PhoP GFP	MgcRacGAP inhibition	T cell HTS	T cell HTS vesicle-bound %	K1F lysis inhibition
O=C(CSc1ccc(F)cc1)Nc1ccccc1N1CCOCC1	0.8	52	i	2.3	-1%	·	2.9%	3%	-5%	i	6	-0.2%
Cc1cccc(-c2nc(CS(=O)CC(=O)NCCc3ccc(Cl)cc3)c(C)o2)c1 (centres undefined)	2.6	66	?	·	-10%	·	0.2%	-5%	-16%	i	7	-0.5%
COCCN1CSC(=S)N(Cc2ccco2)C1	-0.4	81	i	0.4	16%	1.2	5.6%	-10%	10%	i	34	-14%
O=C(c1ccc(Br)cc1)N(Cc1nc2ccccc2c(=O)[nH]1)C1CCCC1	2.5	51	i	0.6	0%	1	9.4%	-1%	6%	i	58	1.3%
COc1ccc(C(=O)OCCN2CCOCC2)cc1	0.8	40	i	0.7	11%	1.1	2.6%	3%	5%	i	61	0.5%
CCc1ccccc1NC(=O)NC1CCCCC1	-0.6	47	i	1.2	-1%	1.2	1.9%	-10%	4%	i	12	0.3%
Cc1ccccc1SCC(=O)Nc1cc(C(F)(F)F)ccc1N1CCOCC1	3.9	64	i	0.9	1%	·	20%	13%	4%	i	21	0.0%[50 µM]
Cc1cccc(C(=O)NNC(=O)c2ccc(O)cc2)c1	0.6	67	i	0.8	11%	·	0.4%	-5%	-1%	i	44	0.0%
Cc1ccc(C(=O)CCC(=O)Nc2ccccc2C)cc1C	-0.7	48	i	0.1	12%	·	1.0%	-5%	9%	i	58	0.0%
CC12CCC(C(=O)Nc3ccccc3N3CCOCC3)(CC1=O)C2(C)C (centres undefined)	0.5	60	i	0.9	7%	1.1	-0.4%	-5%	11%	i	41	2.9%
COc1ccc(NC(=O)C2(S(=O)(=O)c3ccc(C)cc3)CC2)cc1OC	1.7	41	i	2.1	8%	·	-0.1%	6%	5%	i	29	0.0%
COc1ccc(C2=NOC(C(=O)Nc3cccc(O)c3)C2)cc1 (centres undefined)	0.1	79	i	0.9	2%	·	3.1%	-6%	5%	i	52	0.4%
Cc1ccc(NC(=S)NCCc2c[nH]c3ccccc23)c(C)c1	0.6	29	i	0.8	14%	·	-0.2%	0%	-5%	i	27	-0.5%
CCC(=O)N1CCN(c2ccc(NC(=O)c3ccc([N+](=O)[O-])o3)cc2)CC1	·	·	?	·	8%	1	·	-6%	3%	·	·	0.0%
CCOC(=O)c1ccc(NC(=S)N2CCSC2c2c(F)cc(F)cc2F)cc1 (centres undefined)	6.2	44	i	0.5	3%	1.1	?	-5%	6%	i	52	-1.2%[50 µM]
O=C(Cn1cnc2ccccc2c1=O)Nc1nnc(SCc2ccc(Cl)cc2)s1	-0.9	53	i	0.2	13%	·	0.3%	0%	11%	i	42	0.2%
CC(=O)Nc1ccc(N2C(=O)c3cccc(NC(C)=O)c3C2=O)cc1	0.4	68	i	0.0	9%	1.1	0.4%	1%	1%	i	57	3.4%
[O-]c1c[n+](-c2ccc(-[n+]3cc([O-])on3)cc2)no1	-1.7	74	i	0.3	10%	1	0.2%	1%	-4%	i	39	-0.2%
COc1ccccc1NC(=O)CSc1nnc(C2CCCCC2)n1C	-0.8	38	i	1.1	-2%	1.1	3.4%	1%	7%	i	18	1.2%
O=c1c2[nH]c3ccc(Cl)cc3c2ncn1CCN1CCCCC1	-0.7	33	i	0.8	25%	1.1	-2.5%	-5%	14%	i	48	0.1%
Cn1c(SCC(=O)Nc2ccccc2F)nnc1-c1cccnc1	-0.1	68	i	2.1	2%	1.1	-0.1%	-8%	7%	i	19	4.6%

Record cards (already shown). Order of values: NTR1 ag	NTR1 ag cell count 20 µM	Myeloid diff MLP	Myeloid diff MLP GFP+ MAC1+ %	Large T inhibition	TNAP activation fold	RSV antiviral HEp-2	Salmonella PhoP GFP	MgcRacGAP inhibition	T cell HTS	T cell HTS vesicle-bound %	K1F lysis inhibition
Profile of `CCC(=O)N1CCN(c2ccc(NC(=O)c3ccc([N+](=O)[O-])o3)cc2)CC1` → ·	·	?	·	8%	1	·	-6%	3%	·	·	0.0%
Profile of `Cc1ccc(NC(=S)NCCc2c[nH]c3ccccc23)c(C)c1` → 0.6	29	i	0.8	14%	·	-0.2%	0%	-5%	i	27	-0.5%
Profile of `CC(=O)Nc1ccc(N2C(=O)c3cccc(NC(C)=O)c3C2=O)cc1` → 0.4	68	i	0.0	9%	1.1	0.4%	1%	1%	i	57	3.4%
Profile of `Cn1c(SCC(=O)Nc2ccccc2F)nnc1-c1cccnc1` → -0.1	68	i	2.1	2%	1.1	-0.1%	-8%	7%	i	19	4.6%
Profile of `CCOC(=O)c1ccc(NC(=S)N2CCSC2c2c(F)cc(F)cc2F)cc1` (centres undefined) → 6.2	44	i	0.5	3%	1.1	?	-5%	6%	i	52	-1.2%[50 µM]

Screening data (PubChem)
